Mm-Cpn inhibitor = M. maripaludis TRiC chaperonin inhibition. AID 504842. Potency, µM (top dose mostly 76.9 µM), without a hit: at the top dose activity, negative = inhibition, usual class: inhibitors. 330,000 tested, 0.031% active. purified Mm-Cpn ATPase, ADP Transcreener TR-FRET; further: potency means the concentration at half of the fitted maximal effect; on the % scale 0 is the no-effect control and ±100 the full control effect; nearly all actives have a fitted effect of over 80% in size
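Eu-cryptate anti-ADP/ADP-d2 competition gives a ratio inversely related to ADP. Enzyme at 25 nM was pre-exposed to compound for 10 min, then given 10 uM ATP for 30 min, 37°C throughout.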
EPAC2 agonist = activates human EPAC2 exchange factor; Q8WZA2; EPAC2 activation, biochemical qHTS; response scale: 100% = 6.5 mM cAMP response; Potency, µM (highest dose often 154 µM), for the others: at the top dose activation, hits mostly activators; 360,000 tested, 0.079% active; further: potency means the concentration at half of the fitted maximal effect; nearly all actives have a fitted effect of over 50% in size
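EPAC2 (100 nM) mixed with Rap1B loaded with BODIPY-GDP (250 nM) plus 50 uM unlabeled GDP; compounds pinned in, 5 min RT, then read every 5 min for 30 min (ex 480, em 540 nm). Normalized to cAMP control.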
CCT modulator = modulators of cytosolic chaperonin (CCT/TRiC) activity; 360,000 tested, 0.3% active; activity change, % (test concentration not listed), hits read low; purified chaperonin ATPase assay, HTRF ADP detection, 30 min; in the data active means activity change below about -30%; further: on the % scale 0 is the no-effect control and ±100 the full control effect
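Nucleotide hydrolysis assay: TRiC at 20–40 nM final (set by batch activity) with 10 uM ATP, 30 min at 37 °C, in presence of 76 uM compound. Detection by competitive ADP HTRF, 30 min ambient.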
EPAC2 antag = blocks human EPAC2 exchange factor. Potency, µM (titrated, usually from 114 µM), inactives show at the highest dose activity, negative = inhibition, hits mostly inhibitors. EPAC2 GEF exchange of Rap1B-BODIPY-GDP, fluorescence. 360,000 tested, 0.18% active; further: potency means the concentration at half of the fitted maximal effect; on the % scale 0 is the no-effect control and ±100 the full control effect; nearly all actives have a fitted effect of over 45% in size; many of its hits are not listed in these tables
D3 ag = agonists of human D3 dopamine receptor. D3R DiscoveRx beta-arrestin cells, luminescence, 90 min. 410,000 tested, 0.58% active. max activation, %; in the data active means max activation above about 30%; further: 0% is about no effect; mostly tested at two doses, the higher about 12 µM
Target sequence (P35462 whole entry, looked up): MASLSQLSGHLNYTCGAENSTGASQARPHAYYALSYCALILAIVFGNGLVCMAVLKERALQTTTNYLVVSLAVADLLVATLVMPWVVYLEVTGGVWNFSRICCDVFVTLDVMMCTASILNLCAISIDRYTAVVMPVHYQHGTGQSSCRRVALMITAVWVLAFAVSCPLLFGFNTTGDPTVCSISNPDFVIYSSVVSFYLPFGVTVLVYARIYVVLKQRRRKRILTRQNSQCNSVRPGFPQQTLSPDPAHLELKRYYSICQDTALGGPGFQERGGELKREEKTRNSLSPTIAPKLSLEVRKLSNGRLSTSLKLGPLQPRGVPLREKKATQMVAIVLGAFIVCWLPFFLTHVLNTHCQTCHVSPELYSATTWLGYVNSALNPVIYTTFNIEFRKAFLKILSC
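Agonist mode: compounds and dopamine controls were applied to plated cells for 90 min at 37 degrees C after an overnight attachment at 1500 cells/well. Luminescent read-out followed 30 - 60 minutes at room temperature with DiscoveRx detection reagent.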
PTHR1 ag = agonists of human PTHR1 parathyroid hormone receptor. Q03431. HEK293 GP2 PTHR1 cells, GloSensor cAMP luminescence, 1 h. Potency, µM (doses to about 115 µM), inactives show at the top dose activation, most hits filed as activators. 410,000 tested, 0.075% active. AID 743266; further: potency means the concentration at half of the fitted maximal effect; nearly all actives have a fitted effect of over 55% in size; some results filed as inactive show a strong effect at the top dose; inactives centre near -15; many of its hits are not listed in these tables
Target sequence (Q03431 whole entry, looked up): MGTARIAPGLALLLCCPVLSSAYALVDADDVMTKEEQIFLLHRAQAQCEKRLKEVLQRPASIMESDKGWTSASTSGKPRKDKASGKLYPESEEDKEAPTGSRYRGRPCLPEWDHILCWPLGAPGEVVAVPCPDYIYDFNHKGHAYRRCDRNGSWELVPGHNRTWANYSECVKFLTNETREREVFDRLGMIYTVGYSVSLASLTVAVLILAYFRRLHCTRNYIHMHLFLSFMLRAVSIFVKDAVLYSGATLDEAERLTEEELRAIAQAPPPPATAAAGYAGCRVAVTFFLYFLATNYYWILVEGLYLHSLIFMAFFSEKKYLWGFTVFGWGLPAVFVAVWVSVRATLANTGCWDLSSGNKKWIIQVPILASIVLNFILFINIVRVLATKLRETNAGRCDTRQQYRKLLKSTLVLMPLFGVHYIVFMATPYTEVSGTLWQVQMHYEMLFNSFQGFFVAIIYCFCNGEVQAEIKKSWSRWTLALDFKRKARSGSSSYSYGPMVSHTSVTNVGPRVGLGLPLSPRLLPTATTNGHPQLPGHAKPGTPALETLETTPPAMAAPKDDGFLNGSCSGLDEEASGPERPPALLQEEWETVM
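HEK-293-derived GP2 cells expressing PTHR1 and a GloSensor cAMP reporter, 3,000/well, plated overnight, given luciferin plus IBMX (each 0.5 mM as added) for 1 h at 37 °C, then compound for 1 h at 37 °C. Luminescence was read after 15 min at room temperature.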
Akt phos inh = Akt phosphorylation inhibition | Neuro2A IGF-stimulated pAkt S473 HTRF, 20 min; active compounds read low | activity change, % for hits at 50 µM | 360,000 tested, 0.32% active; in the data active means activity change below about -80%; inconclusive means mostly about -51% to -80%; further: on the % scale 0 is the no-effect control and ±100 the full control effect
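Single-point screen (50 µM final compound) in Neuro2A cells stimulated 20 min with 6 nM IGF at 37 deg C. After lysis, Ser473-phosphorylated Akt read by HTRF (ex 330 nm, em 615/665 nm) as the 665/615 ratio.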
DRD3 antagonist = D3 dopamine receptor (human) antagonism; max response, negative = inhibition, %; P35462; D3R cells, DiscoveRx beta-arrestin luminescence, antagonist mode; active compounds read low; 360,000 tested, 2.5% active; in the data active means max response below about -50%; inconclusive means no clear call, values can overlap the other calls; further: on the % scale 0 is the no-effect control and ±100 the full control effect; mostly tested at two doses, the higher about 12 µM
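Cells plated overnight at 1500 cells/well, then exposed to library compounds with dopamine controls for 90 minutes at 37 degrees C. DiscoveRx reagent added for 30–60 minutes at room temperature; luminescence read, quantitative HTS format.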
Starred values were filed as active, the others as inactive; i = inactive; ? = inconclusive; . = not tested or not shown; & = joins results of further samples; [ ] = remark or other dose. Unless noted, the call rests on the fitted dose curve; in most records, active means well fitted curve in the direction sought with a large enough effect; inconclusive means small, poorly fitted or top-dose-only effect, or another doubt; inactive means no such curve, though single readings can be large; an effect the other way counts as inactive or inconclusive.

Structure,Mm-Cpn inhibitor,EPAC2 agonist,CCT modulator,EPAC2 antag,D3 ag,PTHR1 ag,Akt phos inh,DRD3 antagonist
COc1ccccc1NC(=O)CCCc1nnc2n(C)c(=O)c3sccc3n12,0.6%,6.2%,0.4,5.8%,2.8&-13.8,i,i,1.5
O=C(CSc1ccccc1)Nc1ccc(N2CCOCC2)cc1,-0.8%,-8.6%,2.9,7.3%,3.4,i,i,-8.6
COc1ccccc1C(=O)Nc1ccccc1C(=O)N1C(C)CCCC1C (stereo not drawn),-0.2%,3.3%,-1.2,?,-5.7,i,i,-22.8
COc1ccc(NC(=O)Nc2ccc(OCC(=O)N3CCOCC3)cc2)cc1OC,0.2%,8.2%,0.0,-4.4%,2.3,24.3%[57.5 µM],i,4.7
O=C(O)c1c(Cl)c(Cl)c(Cl)c(Cl)c1C(=O)N1CCCCCC1,0.2%,2.2%,-3.1,13.4%,-1.0,-12.0%,i,9.7
COc1ccc(-c2c(C)nc(N)nc2-c2ccc(OC)cc2O)cc1,-5.2%,11.4%,-3.5,-5.2%,5.3,-9.4%,i,3.3
O=C(Nc1ccc(N2CCOCC2)cc1N1CCOCC1)c1ccc(Br)cc1,-1.4%,2.4%,-4.1,-8.0%,-2.8,-4.7%,i,-6.5
COc1ccc(-c2csc(N(CC3CCCO3)C(=O)c3ccccc3)n2)cc1 (stereo not drawn),-2.2%,6.4%,-9.8,-4.1%,-0.1,-20.2%,i,26.6
CCCCn1c(N)c(N(Cc2ccccc2OC)C(=O)CC2OC(=O)c3ccccc32)c(=O)[nH]c1=O (stereo not drawn),-0.4%,2.7%,-1.0,-0.4%,5.0,i,i,-1.1
O=C(Nc1cccc(S(=O)(=O)N2CCCC2)c1)c1ccccc1OC(F)F,-2.2%,-1.6%,-0.7,-3.2%,-0.8,i,i,-3.7
CN(C)S(=O)(=O)c1cccc(COC(=O)CNC(=O)c2ccc(Br)o2)c1,2.5%,-1.0%,0.7,-1.5%,2.8,-13.0%,i,56.5
COc1ccccc1C(CNC(=O)c1cc(S(=O)(=O)N2CCOCC2)ccc1C)N1CCCC1 (stereo not drawn),-2.9%,10.1%,-2.7,3.2%,16.5,i,i,1.6
CCCC(=O)c1ccc(N2CCN(C(=O)OCC)CC2)c(F)c1,0.1%,0.4%,0.1,-5.1%,5.2,i,i,4.0
C/C(=N/Nc1ncc(C(F)(F)F)cc1Cl)c1ccncc1,-5.7%,-3.3%,0.1,-0.7%,1.9,i,i,10.4
Cc1ccc(NS(=O)(=O)c2ccc(-n3cccn3)cc2)c(Br)c1,.,11.1%,-3.0,-16.2%,-10.2&-4.7,-28.2%&-15.4%,i,-16.2
O=C(Nc1ccccc1)c1ccccc1OS(=O)(=O)c1ccccc1,1.0%,10.6%,0.3,-0.3%,0.3,i,i,13.0
CC(=O)c1cc2c(cc1NC(=O)CSc1nc3ccc(C)cc3[nH]1)OCO2,-3.4%,14.0%,-0.3,-8.4%,8.5,-22.7%,i,-25.9
O=C(Nc1ccc2c(c1)OCO2)c1ccc(N2C(=O)c3ccccc3C2=O)cc1,2.0%,6.4%,-2.8,-0.6%,0.6,-36.2%,i,-17.8
CN(C)Cc1c(C(=O)N/N=C/c2ccoc2)nnn1-c1nonc1N,-0.8%,-5.6%,-1.5,14.5%,-1.7,i,i,-3.1
CC(=O)Nc1ccc(OCC(O)Cn2cccn2)cc1 (stereo not drawn),-2.1%,5.0%,-5.3,2.4%,1.7,i,i,-28.0
O=C(N/N=C\c1c(O)ccc2ccccc12)c1ccc(Cn2cccn2)o1,1.2%,-25.1%,1.4,-2.4%,7.9,i,i,4.9
CCc1ccccc1Nc1cc(C(=O)NCc2ccccn2)c2ccccc2n1,0.2%,0.4%,-3.5,-7.4%,4.5,-5.9%,i,12.5
O=[N+]([O-])c1ccc(Cl)c(CN2CCC(O)CC2)c1,2.0%,-8.8%,-1.4,2.5%,-5.5,i,i,0.0
COc1ccc(-c2ccnc(-c3ccncc3)n2)cc1,0.5%,6.4%,1.4,-3.7%,1.7,i,i,4.9
CC(NC(=O)CN1CCCC1)c1ccccc1 (stereo not drawn),0.4%,5.0%,0.3,-1.6%,-2.1,i,i,6.8
O=C(O)CC/C(=N\NC(=O)CNC(=O)c1cccc(Cl)c1)c1ccccc1,0.4%,12.9%,-1.3,-0.5%,-0.2,-20.4%,i,-4.0
CC1Cc2cc(/C(O)=C3/C(=O)C(=O)N(CCCN4CCOCC4)C3c3ccc(C(C)C)cc3)ccc2O1 (stereo not drawn),-5.8%,-10.5%,-2.0,-4.4%,3.3,27.6%,i,-22.5
COc1cccc(NC(=O)c2cc([N+](=O)[O-])ccc2NC(=O)CNCC2CCCO2)c1 (stereo not drawn),-0.1%,6.1%,-0.5,0.4%,-7.2,-1.0%,i,45.6
COC(=O)C(C)n1cnc2c(cnn2-c2ccc(Cl)cc2)c1=O (stereo not drawn),-0.1%,-3.4%,-2.9,-0.7%,9.2,-23.9%[57.5 µM],i,17.6
CC1(C)Cc2c(sc(NC(=O)C(C)(C)C)c2C#N)C(C)(C)N1,-1.8%,-82.9%[inhibitor][15.6 µM],1.3,-0.2%,0.4,i,.,-20.4

An excerpt from above, reduced to PTHR1 ag and D3 ag:
Compound	PTHR1 ag	D3 ag
O=C(O)CC/C(=N\NC(=O)CNC(=O)c1cccc(Cl)c1)c1ccccc1	-20.4%	-0.2
CC1Cc2cc(/C(O)=C3/C(=O)C(=O)N(CCCN4CCOCC4)C3c3ccc(C(C)C)cc3)ccc2O1 (stereo not drawn)	27.6%	3.3
COc1cccc(NC(=O)c2cc([N+](=O)[O-])ccc2NC(=O)CNCC2CCCO2)c1 (stereo not drawn)	-1.0%	-7.2
COC(=O)C(C)n1cnc2c(cnn2-c2ccc(Cl)cc2)c1=O (stereo not drawn)	-23.9%[57.5 µM]	9.2

Next section.
Structure,Mm-Cpn inhibitor,EPAC2 agonist,CCT modulator,EPAC2 antag,D3 ag,PTHR1 ag,Akt phos inh,DRD3 antagonist
CN(C)S(=O)(=O)c1ccc(Cl)c(NC(=O)CN2CCNC(=O)C2)c1,-17.2%,15.2%,-1.4,4.5%,2.1,-5.0%,i,2.1
Cc1ccc(NC(=O)CC2C(=O)N(Cc3ccccc3)C(=S)N2NC(=O)c2ccccc2)c(C)c1 (stereo not drawn),-0.5%,-8.0%,-1.0,3.2%,-18.1,-1.8%,i,?
O=C1c2ccccc2C(Nc2ccc(F)cc2F)N1CCN1CCOCC1 (stereo not drawn),0.3%,12.2%,-3.0,-0.3%,-0.2,i,i,-14.7
O=C(COc1ccccc1/C=C\c1nc(O)c([N+](=O)[O-])c(=O)[nH]1)Nc1ccccc1,1.0%,-0.6%,-1.2,-8.7%,1.2,0.0%,i,-14.3
C[C@@H](NC(=O)c1nc[nH]c1C(=O)N[C@@H](Cc1ccccc1)C(=O)OC(C)(C)C)c1ccccc1,.,-7.1%,1.5,-1.0%,0.0,-16.4%,i,-24.8
O=C(O)c1cc(-c2ccco2)nc2ccccc12,-7.0%,-2.5%,0.9,14.1%,17.5,i,i,4.8
CCNC(=O)C1CCCN(C(=O)c2ccc(F)c(Cl)c2)CC1 (stereo not drawn),.,7.1%,-2.7,8.5%,3.5,i,i,-0.9
COc1ccc2c(c1)C(=O)C(=O)N2CC1COc2ccccc2O1 (stereo not drawn),?,22.0%,1.8,-20.5%,-15.6,-12.4%,i,?
CCOC(=O)CN1C(=O)C(=O)c2cccc(C)c21,-0.4%,2.0%,0.4,2.1%,-9.4,i,i,-27.4
CCCCc1nc2cc(C(=O)NC(C)c3cnn(C)c3)ccc2o1 (stereo not drawn),1.2%,9.3%,-1.5,4.2%,6.0,-21.7%,i,14.0
COc1cccc(-n2nnc3c(=O)n(CC(=O)N4CCCCC4)cnc32)c1,2.3%,-7.5%,-3.2,-3.7%,-23.9,i,i,10.3
CCN(CC)c1ccc2cc(C(N)=O)/c(=N\NC(=O)c3ccncc3)oc2c1,2.5%,16.9%,-1.1,5.2%,3.3,10.9%,i,11.0
CCCNC(=O)[C@H](Cc1c[nH]c2ccccc12)NC(=O)c1ccccc1Cl,0.2%,6.9%,-0.2,12.1%,0.7,i,i,-8.5
CC(=O)c1ccc(O[C@@H]2O[C@H](CO)[C@@H](O)[C@H](O)[C@H]2O)cc1,-0.6%,-5.5%,0.5,16.7%,3.3,-6.9%,i,-1.8
Cc1cc(C(=O)Nc2ccccc2C)on1,1.1%,3.7%,0.8,-14.6%,2.9,?,i,0.0

Fetched by compound from the entries so far (2):
Structure,Mm-Cpn inhibitor,EPAC2 agonist,CCT modulator,EPAC2 antag,D3 ag,PTHR1 ag,Akt phos inh,DRD3 antagonist
CCCNC(=O)[C@H](Cc1c[nH]c2ccccc12)NC(=O)c1ccccc1Cl,0.2%,6.9%,-0.2,12.1%,0.7,i,i,-8.5
COc1ccc2c(c1)C(=O)C(=O)N2CC1COc2ccccc2O1 (stereo not drawn),?,22.0%,1.8,-20.5%,-15.6,-12.4%,i,?

Next part
Structure,Mm-Cpn inhibitor,EPAC2 agonist,CCT modulator,EPAC2 antag,D3 ag,PTHR1 ag,Akt phos inh,DRD3 antagonist
CC1(C)NC(=O)N(CCOCCSc2ccccc2)C1=O,-0.1%,5.0%,1.3,-3.9%,-2.6,-25.1%[57.5 µM],i,-21.3
Cc1ccc(NC(=O)COc2cccc(Oc3ccccc3)c2)cc1S(=O)(=O)N1CCOCC1,-0.8%,5.2%,-1.5,-2.4%,10.6,-32.2%[inhibitor],i,0.6
COc1ccc(N2CC(C(=O)OCC(=O)c3ccc(C)cc3)CC2=O)cc1 (stereo not drawn),-1.1%,17.7%,-0.6,-1.4%[57.1 µM],-3.1,-16.0%,i,-9.5
COCCNC(=O)C1(C)CCN(C(=O)c2ccc(SC(F)(F)F)cc2)C1 (stereo not drawn),.,8.1%,-11.5,-0.7%,-2.8,1.3%,i,-27.6
Oc1oc(-c2cccc3ccccc23)nc1/C=N/c1nccs1,-2.3%,11.2%,2.4,-9.9%,-10.5,?,i,?
COc1ccc(NC(=O)COC(=O)c2cc(Cl)ccc2O)cc1S(=O)(=O)N1CCCCC1,-0.1%,-12.9%,-2.3,11.4%,-5.9,i,i,-19.6
Cc1ccc(C2Oc3ccccc3C3=C2C(c2cccs2)n2ncnc2N3)cc1 (stereo not drawn),-3.7%,5.7%,-2.4,-4.4%,0.4,-15.2%,i,5.0
COc1ccc(-c2cc(-c3cccs3)c(C#N)c(SCC(=O)NCc3ccccc3OC)n2)cc1,-3.2%,3.6%,-2.7,-3.8%,-1.9,i,i,14.6

Some of the compounds tested; the hit share may differ from the screen's.
